RGS12 GoLoco inh = blocks human Gai1 binding to RGS12 GoLoco peptide, red readout; Potency, µM (series often up to 61.6 µM), inactives show top-dose activity, negative = inhibition, most hits filed as inhibitors; P63096; Gai1:RGS12 GoLoco peptide FP, rhodamine, 10 min; 0.44% of 230,000 active; AID 880; active = well fitted inhibition curve with a large enough effect, not every such curve was filed as active; inactive = no such curve, though single readings can be large or run the other way; note: nearly all actives have a fitted effect of over 30% in size; many of its hits are not listed in these tables
Target sequence (P63096 whole entry, looked up): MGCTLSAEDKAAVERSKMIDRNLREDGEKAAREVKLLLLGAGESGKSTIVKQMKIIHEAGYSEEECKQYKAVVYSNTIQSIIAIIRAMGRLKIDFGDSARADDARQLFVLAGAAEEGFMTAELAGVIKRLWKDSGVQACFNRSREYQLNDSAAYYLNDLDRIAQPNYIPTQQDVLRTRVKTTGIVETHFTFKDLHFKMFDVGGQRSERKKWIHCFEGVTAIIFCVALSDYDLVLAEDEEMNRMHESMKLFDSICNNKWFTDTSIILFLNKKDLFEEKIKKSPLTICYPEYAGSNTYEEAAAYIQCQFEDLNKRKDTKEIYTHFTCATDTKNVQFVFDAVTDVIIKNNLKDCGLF
L3MBTL1 inh = inhibitors of human L3MBTL1. Q9Y468. AlphaScreen L3MBTL1–H3K9me1 peptide binding. Potency, µM (doses to about 57.1 µM), without a hit: at the top dose activity, negative = inhibition, actives largely listed as inhibitors. 0.66% of 230,000 active; note: nearly all actives have a fitted effect of over 60% in size
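First, the protein-peptide complex forms for 30 min at room temperature (L3MBTL1 50 nM, biotinylated H3K9me1 peptide 75 nM). Next, compounds are pin-transferred and incubated 30 min. Finally, AlphaScreen beads are added and read after 30 min.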
RECQ1 inh = inhibitors of human RECQ1 DNA helicase; RECQ1 DNA unwinding, red fluorescence kinetic read; AID 2549; P46063; Potency, µM (titrated, usually from 57.3 µM), for inactives: at the top dose activity, negative = inhibition, usual class: inhibitors; 0.54% of 240,000 active;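 note: plate controls were vehicle for no effect and no enzyme for full effect; nearly all actives have a fitted effect of over 30% in size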
Target sequence (P46063 whole entry, looked up): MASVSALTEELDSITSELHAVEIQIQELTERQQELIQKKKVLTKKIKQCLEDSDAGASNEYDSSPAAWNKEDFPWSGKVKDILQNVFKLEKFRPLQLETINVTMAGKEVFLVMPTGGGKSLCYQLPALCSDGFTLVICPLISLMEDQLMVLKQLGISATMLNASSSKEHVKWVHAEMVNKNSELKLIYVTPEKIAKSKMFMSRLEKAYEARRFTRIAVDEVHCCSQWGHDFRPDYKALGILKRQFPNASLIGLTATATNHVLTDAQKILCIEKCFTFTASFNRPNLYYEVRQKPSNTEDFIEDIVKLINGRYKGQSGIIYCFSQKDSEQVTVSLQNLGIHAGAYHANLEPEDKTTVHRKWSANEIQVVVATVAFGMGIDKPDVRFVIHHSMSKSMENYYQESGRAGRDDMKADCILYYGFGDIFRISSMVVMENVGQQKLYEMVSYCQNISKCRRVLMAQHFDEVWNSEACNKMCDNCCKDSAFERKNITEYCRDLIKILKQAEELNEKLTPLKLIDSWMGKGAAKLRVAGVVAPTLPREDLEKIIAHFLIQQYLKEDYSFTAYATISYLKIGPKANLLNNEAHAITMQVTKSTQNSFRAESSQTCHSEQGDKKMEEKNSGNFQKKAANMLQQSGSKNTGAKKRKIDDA
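50 nM RECQ1T1 preincubated 15 min with compound in Tris pH 8.0 buffer with MgCl2, DTT, Tween-20 and 2.5 ug/ml poly(dI-dC); started with 200 nM TAMRA/BHQ-2 forked duplex and 2 mM ATP. Unwinding read as fluorescence (525/598 nm), two reads 2 h apart.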
TexasRed fluor = alters Texas Red total fluorescence, flagging assay interference | TRb/SRC2 Texas Red total fluorescence interference | Potency, µM (doses to about 106 µM), for inactives: at the highest dose fluorescence change, negative = quenching | 0.29% of 280,000 active; active = well fitted curve in either direction with a large enough effect; inconclusive = small, poorly fitted or top-dose-only effect
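Human TRb ligand-binding domain at 0.6 uM with 20 nM Texas Red SRC2 peptide in Tris buffer containing 1 uM T3 and 5% DMSO, incubated with compound 5 h at ambient temperature. Total fluorescence (555/632 nm) calculated as parallel + 2 × perpendicular.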
GAA glycogen mod = GAA glycogen-cleavage inhibition or activation; recombinant GAA, glycogen substrate, Amplex Red glucose oxidase fluorescence; Potency, µM (top dose mostly 76.4 µM), for inactives: top-dose activity change, negative = inhibition, most hits filed as inhibitors; 0.38% of 300,000 active; AID 2100;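 note: 0% = full enzyme reaction and -100% = no-enzyme basal signal; the screen sought inhibitors and activators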
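Recombinant human alpha-glucosidase (4 nM final) hydrolysed bovine liver glycogen (30 ug) for 40 min at 37 C in pH 5.0 citrate/phosphate with 0.01% Tween-20. Released glucose detected by glucose oxidase/Amplex Red, Ex 573/Em 610 nm. Compounds up to 77 uM; AC50 from Hill fits.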
aGlu spleen mod = inhibitors or activators of human alpha-glucosidase in spleen homogenate; human spleen homogenate, 4-MU-alpha-glucoside fluorescence; Potency, µM (doses to about 79.9 µM), without a hit: at the top dose activity change, negative = inhibition, usual class: inhibitors; 0.006% of 240,000 active;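 note: 0% = enzyme with vehicle and -100% = no enzyme basal signal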
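Human spleen homogenate (1 ug) incubated with compounds and 1 mM 4-methylumbelliferyl-alpha-D-glucopyranoside in pH 5.0 citrate/phosphate buffer, 37 C, 40 min. Stopped at pH 10; 4-MU fluorescence (Ex 365/Em 440 nm); AC50 by Hill fit.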
GAA inh = alpha-glucosidase (human) inhibition | P10253 | purified human GAA, 4-MU-alpha-glucoside fluorescence | Potency, µM (highest dose often 76.9 µM), inactives show at the top dose activity change, negative = inhibition, actives largely listed as inhibitors | 0.005% of 200,000 active;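 note: plate controls were uninhibited enzyme wells for no effect and no-enzyme background for full effect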
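AC50 values come from Hill fits of compound titrations (up to 77 uM) against 4 nM human enzyme. Substrate 4-methylumbelliferyl-alpha-D-pyranoside at 400 uM, pH 5.0 citrate buffer, 20 min room temperature; fluorescence Ex 365/Em 440 after alkaline stop.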
TRb-SRC2 inh = disrupts binding of human TR beta to SRC2; TRbeta-SRC2 peptide binding, fluorescence polarization; receptor liganded with 1 µM T3; P10828; Potency, µM (doses to about 106 µM), for the others: top-dose activity change, negative = inhibition, usual class: inhibitors; 0.065% of 280,000 active; AID 1469;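 note: plate controls were bound peptide for no effect and peptide without receptor for full effect; nearly all actives have a fitted effect of over 50% in size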
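Each compound concentration gave % activity, normalized to unbound and bound Texas Red SRC2 controls, from polarization read after 5 hr ambient incubation with T3-loaded human TRb LBD.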
* marks the source's active call; other numbers are inactive results; i = inactive; u = inconclusive; x = not tested or not shown; & = joins results of further samples; [ ] = remark or other dose. Unless noted, calls come from the whole dose curve; as a rule, active = well fitted curve in the direction sought with a large enough effect; inconclusive = small, poorly fitted or top-dose-only effect, or another doubt; inactive = no such curve, though single readings can be large; an effect the other way counts as inactive or inconclusive. Unless noted, % is set by controls: 0 for no effect and ±100 for the full control effect; potency is the fitted concentration of half-maximal effect.

1: CCN1C[C@]2(COC)CC[C@H](OC)[C@@]34C5C[C@@H]6[C@@H](OC)C[C@@]7(OCO[C@@]7([C@@H](O)C23)[C@@H]14)C5[C@H]6OC (some centres not stated)
2: Cc1cc(C)cc(N2C(=O)NC(=O)/C(=C/c3cccn3-c3ccc(Cl)cc3)C2=O)c1
3: O=C(NCC(c1cccnc1)N1CCOCC1)Oc1ccccc1 (configuration not stated)
4: O=C1/C(=C\c2ccc(Cl)c(Cl)c2)N2CCC1CC2
5: CN1C[C@@H](CS(=O)(=O)N(C)C)C[C@@H]2c3cccc4c3c(cn4C)C[C@H]21
6: CCN1CCC2(CC1)NC(CO)(CO)CO2
7: CCC(C)n1c(O)c(C=NCCc2ccccc2)c(=O)[nH]c1=S (configuration not stated)
8: C=Cn1ccnc1P(O)(=S)c1nc(C)c(CCOC(C)=O)s1 (configuration not stated)
9: CN1CCN(/N=C/c2c(O)n(C)c(=O)n(C)c2=O)CC1
10: Cc1nc2ccccc2c(=O)n1-c1ccccc1[N+](=O)[O-]

assay / entry | 1 | 2 | 3 | 4 | 5 | 6 | 7 | 8 | 9 | 10
RGS12 GoLoco inh | 0% | 65%[activator] | -1% | -1% | 5% | 1% | 1% | -9% | 6% | 6%
L3MBTL1 inh | x | -8% | -8% | -4% | x | 6% | -5% | x | u | 4%
RECQ1 inh | -3% | i | -3% | i | -5% | -7% | -16% | -3% | 15% | i
TexasRed fluor | -1% | 1% | 1% | -2% | 3% | -3% | 0% | 0% | -1% | -1%
GAA glycogen mod | x | 7% | -3% | -1% | x | 12% | -3% | 1% | 1% | 17%
aGlu spleen mod | 4% | -19% | -2% | 2% | -3% | -7% | 1% | 9% | 3% | 0%
GAA inh | x | 3% | -6% | -9% | x | u | x | -6% | 13% | 7%
TRb-SRC2 inh | -6% | -30% | -8% | 3% | 2% | 2% | -1% | 0% | 3% | 4%

11: O=C(Cl)C(Cl)(Cl)Cl
12: Cc1c(C(=O)N2CCC3(CC2)OCCO3)oc2ccc(S(=O)(=O)N3CCOCC3)cc12
13: CNC(C)Cc1ccc(OC)cc1 (configuration not stated)
14: CC(=O)OC1(c2ccccc2)CCN(C2CCCCC2)CC1C (configuration not stated)
15: CCCCC(=O)N/N=C/c1c(O)n(Cc2ccco2)c(=O)[nH]c1=O
16: COc1ccc(CN2C(=O)NC(=O)/C(=C\c3cccc(OC)c3OC)C2=O)cc1
17: Cc1c(C(c2ccc(Br)cc2)c2c(O)c3ccccc3oc2=O)c(=O)n(-c2ccccc2)n1C (configuration not stated)
18: CCCCC/C(=N/O)c1c(C)[nH]c2ccccc12
19: CCOc1ccc2cc(C#N)c(=O)oc2c1
20: O=C(OCC(=O)c1ccc([N+](=O)[O-])cc1)/C(=C\c1ccc(Cl)cc1)NC(=O)c1ccccc1

assay / entry | 11 | 12 | 13 | 14 | 15 | 16 | 17 | 18 | 19 | 20
RGS12 GoLoco inh | 4% | 5% | x | -11% | 28% | 2% | 1% | 8% | x | 33%[activator]
L3MBTL1 inh | x | -10% | x | 6% | u | x | x | -19% | x | 4%
RECQ1 inh | 6% | -2% | -12% | i | 32µM* | -6% | -18% | -4% | -4%&-3% | 12%
TexasRed fluor | -2% | -4% | -1% | 2% | 0% | -1% | -2%&-2% | 0% | 1%&-7% | -5%
GAA glycogen mod | x | -2% | x | 15% | -2% | -14% | -14% | -10% | x | 3%
aGlu spleen mod | 3% | -5% | 3% | 3% | 6% | 1% | -4% | -6% | 10%&23% | -6%
GAA inh | x | 6% | x | x | 1% | -1% | -13% | x | x | -5%[15.4 µM]
TRb-SRC2 inh | 2% | 5% | 1% | 8% | 10% | 1% | -4%&0% | 3% | -2%&-2% | -5%

Single entries from above:
Result for COc1ccc(CN2C(=O)NC(=O)/C(=C\c3cccc(OC)c3OC)C2=O)cc1 under RECQ1 inh: -6%
Result for Cc1cc(C)cc(N2C(=O)NC(=O)/C(=C/c3cccn3-c3ccc(Cl)cc3)C2=O)c1 under RGS12 GoLoco inh: 65%[activator]

Further records
21: Cn1c(O)c(C(=Nc2ccc(F)cc2)c2ccccc2Cl)c(=O)n(C)c1=O
22: CCN(CC)CCCN=Cc1c(O)n(-c2ccccc2F)c(=O)[nH]c1=O
23: O=c1[nH]c(=O)n(C2CCCCC2)c(O)c1C=Nc1ccc(N2CCOCC2)cc1
24: Cc1ccc(N(C)C(=O)Oc2cccc3ccc(C)nc23)cc1
25: CCC(=NCCO)c1c(O)n(-c2ccc(Cl)cc2)c(=O)[nH]c1=O
26: CCOP(=O)(c1ccccc1)c1nc(-c2ccc(F)cc2)oc1N1CCCCC1 (configuration not stated)
27: NC(=O)CNC(=O)[C@H](Cc1ccccc1)NC(=O)[C@H](CCCN=C(N)N)NC(=O)[C@@H](N)Cc1ccc(O)cc1
28: Cc1ccc(-c2nn(CCC#N)cc2C(=O)O)cc1C
29: Cc1cccc(-n2c(-c3ccccc3)nc3ccccc3c2=O)n1
30: Cc1ccccc1NC(=O)NCCN1CC1

assay / entry | 21 | 22 | 23 | 24 | 25 | 26 | 27 | 28 | 29 | 30
RGS12 GoLoco inh | -4% | 1% | -26% | -3% | 9% | -1% | 4% | -7% | 7% | -2%
L3MBTL1 inh | -8% | -2% | -3% | 6% | 9% | -5% | x | 2% | 6% | x
RECQ1 inh | -4% | i | 1% | i | -2% | i | 16% | i | i | -3%
TexasRed fluor | -4% | -4% | 0%[53 µM] | -3% | 2% | -4% | -1% | -5% | 1% | 1%
GAA glycogen mod | -1% | 7% | -7% | 6% | -8% | -19% | x | 12% | -3% | 1%
aGlu spleen mod | 2% | -3% | 14% | -3% | -4% | 1% | 1% | 1% | 7% | -2%
GAA inh | x | -2% | 6% | 2% | -1% | u | x | 0% | 9% | x
TRb-SRC2 inh | 2% | -7% | 1%[53 µM] | -2% | -3% | 2% | 2% | -1% | 6% | -2%

31: COc1ccc(-c2nn(CCC#N)cc2C(=O)O)cc1
32: O=c1[nH]c(O)c(Cc2ccc3c(c2)OCO3)c(=O)[nH]1
33: Cc1ccc(C=C2C(Cl)=C(Cl)C(Cl)=C2Cl)cc1
34: COc1ccc2c(c1OC)C(=O)OC2c1c(O)n(Cc2ccc(F)cc2)c(=O)[nH]c1=O (configuration not stated)
35: COc1cc2c3cc1Oc1cc(ccc1O)C[C@@H]1c4c(cc(OC)c(O)c4Oc4cccc(c4)C[C@H]3N(C)CC2)CC[N+]1(C)C
36: CCN1c2nc3c(C)cccn3c(=O)c2CC2(C(=O)N(C)C(=O)N(C)C2=O)C1C (configuration not stated)
37: CN(C(=O)Oc1ccc(Cl)c2cccnc12)c1ccccc1
38: CC12CN3CC(C)(CN(C1)C3c1cccs1)C2 (configuration not stated)
39: COC(=O)C(=O)N1CC2(C)CNCC(C)(C1)C2=O
40: CC[N+]1(C)CCCC(OC(=O)C(O)(c2ccccc2)c2ccccc2)C1 (configuration not stated)

assay / entry | 31 | 32 | 33 | 34 | 35 | 36 | 37 | 38 | 39 | 40
RGS12 GoLoco inh | 3% | 5% | 3% | 5% | 3%[21.6 µM] | 38%[activator] | -7% | -1% | 11% | 8%&10%
L3MBTL1 inh | -3% | x | 3.2µM* | x | x | 9% | 3% | -1% | 11% | 3%
RECQ1 inh | i | -4% | 10µM* | -13% | i | 1% | i | 5% | -4% | 10%
TexasRed fluor | -3% | -1% | -16% | -3% | -19%[53 µM] | 1% | 1% | 1% | 1% | -6%&-1%
GAA glycogen mod | 11% | -1% | -8% | 4% | x | 6% | -3% | 3% | -19% | -12%
aGlu spleen mod | -3% | 7% | 2% | -2% | -7%[29.1 µM] | 7% | 2% | -14% | 1% | -8%&-1%
GAA inh | -6% | x | x | 3% | x | -11% | u | -8% | -3% | -7%[15.4 µM]
TRb-SRC2 inh | 1% | 1% | 5% | -5% | 3%[53 µM] | -15% | -2% | 2% | -3% | -2%&5%

41: Cc1nonc1OCCNCCNc1ccc([N+](=O)[O-])c2cccnc12
42: CCC(=NCCOc1ccc(Cl)cc1)c1c(O)n(C)c(=O)n(C)c1=O
43: CCC1(CC)C(=O)NC(=NCCc2c[nH]c3ccccc23)NC1=O
44: O=C(c1cccs1)C1CN2CCC1CC2 (configuration not stated)
45: C=C(C)C(=O)CP(=O)(OCC)OCC
46: CN1C2CCC1CC(OC(c1ccccc1)c1ccccc1N)C2 (configuration not stated)
47: O=C(c1ccc(N2CCCCC2)c([N+](=O)[O-])c1)N1CCC2(CC1)OCCO2
48: CN(C)c1ccc(C=C2C(=O)NC(=O)NC2=O)cc1[N+](=O)[O-]
49: CCOP(=S)(OCC)Oc1nc(Cl)c(Cl)cc1Cl

assay / entry | 41 | 42 | 43 | 44 | 45 | 46 | 47 | 48 | 49
RGS12 GoLoco inh | 15% | 14% | 9% | -10% | 6% | 9%&8%&0% | 3% | -12% | -6%&1%
L3MBTL1 inh | -15% | 2%[11.4 µM] | -10% | 8% | x | x | x | -10% | 75%[activator]
RECQ1 inh | -14% | 1% | -6% | -1% | -1% | -8% | i | -1% | -3%&0%
TexasRed fluor | -2% | -4% | -2% | -2% | -5% | 1%&-1%&2% | -2% | -1% | 0%[201 µM]
GAA glycogen mod | -5% | -2% | 6% | 6% | x | x | -23% | -1% | x
aGlu spleen mod | -7% | -12% | -4% | 1% | 3% | -3%&7%&-6% | -3% | -2% | 0%&11%
GAA inh | -14% | 2% | 12% | u | x | x | -5% | 1% | x
TRb-SRC2 inh | 3% | -3% | -5% | -4% | 0% | 2%&-8%&-2% | 8% | -11% | -7%[201 µM]

Reprinted at random: 2 compounds from above.
43: CCC1(CC)C(=O)NC(=NCCc2c[nH]c3ccccc23)NC1=O
49: CCOP(=S)(OCC)Oc1nc(Cl)c(Cl)cc1Cl

assay / entry | 43 | 49
RGS12 GoLoco inh | 9% | -6%&1%
L3MBTL1 inh | -10% | 75%[activator]
RECQ1 inh | -6% | -3%&0%
TexasRed fluor | -2% | 0%[201 µM]
GAA glycogen mod | 6% | x
aGlu spleen mod | -4% | 0%&11%
GAA inh | 12% | x
TRb-SRC2 inh | -5% | -7%[201 µM]

Assay outcomes (PubChem BioAssay)

Not all compounds are listed (hit frequency here may not be typical).
